Screens: PubChem, National Center for Advancing Translational Sciences (NCATS)
p53 reactivation – mutant p53 re-activation in reporter cells. Potency, µM (top dose mostly 92.2 µM), inactives show at the top dose activity change, positive = activation, actives largely listed as activators. H1299 p53-A138V BP100-luciferase reporter, luminescence, 24 h. actives 0.063% (n = 320,000); also: % of control where 0% means no effect; nearly all actives have a fitted effect of over 45% in size
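H1299 (p53-null), stable ts p53-A138V + BP100-Luc; 1000 cells/well, Opti-MEM/10% FBS; cpd 4 pt, 1:5; 24 h, 37 deg C, 5% CO2; detection reagent 10 min RT; luminescence.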
NPC1 prom act – activates the NPC1 promoter | Huh7 NPC1 promoter luciferase reporter, 24 h | AID 485313 | Potency, µM (top dose mostly 9.22 µM), for inactives: at the top dose activation, actives largely listed as activators | actives 2.4% (n = 320,000);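 also: % of control where 0% means no effect; nearly all actives have a fitted effect of over 60% in size; reporter is driven by a mutant NPC1 promoter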
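Compounds in DMSO were transferred onto Huh7 NPC1-luciferase reporter cells pre-incubated 2 h; after 24 h at 37 °C, Amplite reagent was dispensed and luminescence recorded 10 min later.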
Rab9 prom act – activates the Rab9 promoter; Huh7 Rab9 promoter-luciferase reporter, luminescence, 24 h; Potency, µM (highest dose often 9.22 µM), for the others: at the top dose activation, negative = inhibition, hits mostly activators; actives 2.8% (n = 320,000); AID 485297; also: % of control where 0% means no effect; nearly all actives have a fitted effect of over 60% in size
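Rab9 promoter-driven luciferase in stably transfected Huh7 cells; 1500 cells/well rested 2 h, exposed to compound in DMSO for 24 h at 37 °C, 5% CO2. Luminescence read 10 min after adding luciferase reagent at ambient temperature.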
BRCA1 expr up – increases BRCA1 expression | AID 624202 | Potency, µM (series often up to 46.1 µM), without a hit: at the highest dose activation, usual class: activators | actives 1.1% (n = 380,000) | MCF7-BRCA1-FFLuc reporter, luminescence, 48 h; response scale: scaled: vehicle 0%, 10 µM genistein 100%; also: nearly all actives have a fitted effect of over 80% in size; some results filed as inactive show a strong effect at the top dose
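Quantitative HTS in MCF7 cells stably reporting BRCA1 expression via firefly luciferase. Compound treatment lasts 48 h at 37 °C in phenol-red free MEM. Activation is expressed relative to genistein at 10 microM and DMSO.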
MBNL1 CUG block – blocks human MBNL1 binding to CUG repeat RNA. Q9NR56. TR-FRET MBNL1-His/biotin-(CUG)12 binding, 665/545 ratio. Potency, µM (highest dose often 57.5 µM), for inactives: top-dose activity change, negative = inhibition, actives largely listed as inhibitors. actives 0.036% (n = 280,000). AID 2675; active = well fitted inhibition curve with a large enough effect in the signal ratio, with a control signal flat, not every such curve was filed as active; inconclusive = small, poorly fitted or top-dose-only effect, or effect the other way, or a change in a side signal; inactive = no such curve, though single readings can be large or run the other way; the % refers to the signal ratio; also: % is scaled to controls: 0 for no effect and ±100 for the full control effect
Target sequence (Q9NR56 whole entry, looked up): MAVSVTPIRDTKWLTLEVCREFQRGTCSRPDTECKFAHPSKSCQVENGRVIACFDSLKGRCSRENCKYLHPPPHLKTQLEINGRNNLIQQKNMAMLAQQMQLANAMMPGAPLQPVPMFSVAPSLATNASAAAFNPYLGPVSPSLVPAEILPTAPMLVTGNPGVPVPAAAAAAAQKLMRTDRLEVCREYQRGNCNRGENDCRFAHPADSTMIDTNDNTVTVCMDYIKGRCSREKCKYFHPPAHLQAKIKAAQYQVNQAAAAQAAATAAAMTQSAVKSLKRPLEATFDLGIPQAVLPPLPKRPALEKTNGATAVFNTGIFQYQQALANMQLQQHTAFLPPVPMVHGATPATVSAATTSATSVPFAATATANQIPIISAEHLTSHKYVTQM
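TR-FRET between His-tagged MBNL1 and biotin-(CUG)12 RNA, detected with Tb anti-His antibody (0.055 ng/ul) and streptavidin-XL665 (5 nM), 60 min at room temperature. Compounds titrated 92 nM to 58 uM; 665/545 nm ratio normalized to buffer and complex controls.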
Gal4-VP16 FLuc – Gal4-VP16 reporter inhibition counter-screen | actives 3.5% (n = 310,000) | Drosophila S2 Gal4-VP16 UAS-luciferase, luminescence, 20 h | Potency, µM (titrated, usually from 53.6 µM), inactives show top-dose activity, negative = inhibition, actives largely listed as inhibitors;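 also: Gal4-VP16 expression switched on by copper sulfate through the metallothionein promoter; % is scaled to controls: 0 for no effect and ±100 for the full control effect; nearly all actives have a fitted effect of over 50% in size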
ELG1 genotox – inducers of genotoxicity in HEK293T ELG1-luciferase cells; HEK293T ELG1-luciferase reporter, luminescence, 16 h; Potency, µM (titrated, usually from 46 µM), inactives show at the highest dose activity change, positive = activation, most hits filed as activators; actives 1.3% (n = 330,000); also: % of control where 0% means no effect; nearly all actives have a fitted effect of over 60% in size
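Cells (2,000/well) expressing the ELG1-luciferase fusion are dosed by pin tool and kept 16 hr at 37 °C, 5% CO2. Signal comes from ONE-Glo luciferase reagent after 30 min at room temperature.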
RORgamma inh – ROR gamma (mouse) transcription inhibition; Potency, µM (doses to about 53.6 µM), for inactives: at the top dose activity change, negative = inhibition, hits mostly inhibitors; AID 2551; actives 5.4% (n = 310,000); Drosophila S2 Gal4-RORgamma UAS-luciferase reporter, 20 h; P51450; also: % is scaled to controls: 0 for no effect and ±100 for the full control effect; nearly all actives have a fitted effect of over 60% in size
Target sequence (P51450 whole entry, looked up, the tested form may be a part): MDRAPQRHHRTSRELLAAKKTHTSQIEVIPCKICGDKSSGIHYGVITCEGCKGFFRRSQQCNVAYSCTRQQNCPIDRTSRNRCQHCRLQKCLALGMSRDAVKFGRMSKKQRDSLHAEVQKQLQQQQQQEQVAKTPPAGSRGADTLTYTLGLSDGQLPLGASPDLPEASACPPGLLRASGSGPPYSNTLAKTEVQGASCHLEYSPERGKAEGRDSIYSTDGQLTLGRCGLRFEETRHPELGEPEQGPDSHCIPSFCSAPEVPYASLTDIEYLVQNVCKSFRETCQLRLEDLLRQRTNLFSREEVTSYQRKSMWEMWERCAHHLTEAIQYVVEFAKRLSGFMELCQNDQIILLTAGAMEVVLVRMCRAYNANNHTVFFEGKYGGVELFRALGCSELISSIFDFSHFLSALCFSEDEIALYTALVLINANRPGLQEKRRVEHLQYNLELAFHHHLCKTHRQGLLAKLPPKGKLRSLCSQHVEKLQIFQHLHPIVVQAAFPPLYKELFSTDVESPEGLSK
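Luciferase reporter read in Schneider cells carrying Gal4-RORγ (mouse) and UAS-Photinus luciferase; cells given compound 1 h before 700 uM copper sulfate induction, then incubated 20 h at ambient temperature.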
uPA generation – blocks generation of uPA at the cell surface. cell surface uPA generation assay, qHTS. Potency, µM (titrated, usually from 38.3 µM), for the others: at the highest dose activity change, negative = inhibition, hits mostly inhibitors. actives 0.31% (n = 330,000); active = well fitted inhibition curve with a large enough effect; inconclusive = small, poorly fitted or top-dose-only effect; inactive = no such curve, though single readings can be large or run the other way; tested in mouse RAW 264.7 cells; also: % is scaled to controls: 0 for no effect and ±100 for the full control effect; nearly all actives have a fitted effect of over 55% in size
FLuc modulator – inhibits or activates purified firefly luciferase, miR-21 counter-screen; purified FLuc, Km substrates, luminescence inhibition; AID 588342; P08659; Potency, µM (series often up to 57.5 µM), without a hit: at the highest dose activity change, negative = inhibition, most hits filed as inhibitors; actives 6.9% (n = 360,000);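 also: plate controls were vehicle for no effect and reference inhibitor for full effect; nearly all actives have a fitted effect of over 55% in size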
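Purified P. pyralis luciferase (10nM final) with 10uM D-luciferin and 10uM ATP (Km levels) in 50mM Tris acetate pH 7.5, 10mM Mg acetate, 0.01% Tween-20, 0.05% BSA; qHTS 6-point titration, ~60 µM downward; luminescence read.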
* marks the source's active call; other numbers are inactive results; ? = inconclusive; . = not tested or not shown; [ ] = dose if it differs, or a comment. Unless noted, calls follow the shape of the dose curve; as a rule, active = well fitted curve in the direction sought with a large enough effect; inconclusive = small, poorly fitted or top-dose-only effect, or another doubt; inactive = no such curve, though single readings can be large; an effect the other way counts as inactive or inconclusive. Potency is read from the fitted curve at half-maximal effect. Not a hit list. About 13% of those tested had a hit in this group.

Molecule,p53 reactivation,NPC1 prom act,Rab9 prom act,BRCA1 expr up,MBNL1 CUG block,Gal4-VP16 FLuc,ELG1 genotox,RORgamma inh,uPA generation,FLuc modulator
COc1cccc(NC(=O)COC(=O)CCn2c(C)csc2=O)c1,-4%,2%,-4%,-1%,.,.,1%,.,-3%,3%
ON1C(c2ccccc2)CC2(O)c3nonc3CCC12 (stereo not given),26%,-1%,0%,0%,6%,1%,-1%,7%,-3%,2%
Cc1cc(-c2nnc(-c3cccc(C(F)(F)F)c3)o2)no1,8%,?,?,?,.,?,15%,26%,3%,17µM*
COc1ccc([N+](=O)[O-])cc1NC(=O)Cc1ccccc1Cl,-16%,0%,-12%,-4%,19%,-5%,0%,0%,7%,-2%
CCOc1cc(N2CCOCC2)c(OCC)cc1NC(=O)CSc1cccc[n+]1[O-],-3%,1%,-6%,-19%,-2%,-5%,0%,?,1%,5%
CCC(C)NC(=O)Cn1cnc2sc(C)cc2c1=O (stereo not given),-1%,2%,6%,17%,-8%,-1%,0%,-21%,7%,4%
CC(C)C(=O)Nc1ccc([N+](=O)[O-])cc1Br,-10%,-1%,2%,-12%,?,2%,0%,1%,1%,1%
c1ccc(Oc2nc(Oc3ccccc3)nc(N3CCOCC3)n2)cc1,-6%,-4%,-3%,-24%,-3%,3%,2%,6%,18%,-2%
O=C(COC(=O)c1ccc2ccccc2c1O)NCc1ccccc1,5%,-4%,-7%,-52%,.,.,17%,.,12%,0%
O=S(=O)(Nc1nc2ccccc2s1)c1ccc(Br)s1,13%,-1%,-4%,-40%,5%,7%,-8%,2%,8%,-6%
CSc1nsc(SC)c1C(=O)NCCNS(=O)(=O)c1ccc(C)cc1,-13%,-4%,-10%,-26%,-6%,1%,-7%,-9%,-1%,2%
CC(NC(=O)c1cccc(S(=O)(=O)N2CCc3ccccc32)c1)c1ccco1 (stereo not given),-5%,-3%,-4%,-28%,.,.,-3%,.,-19%,0%
CCCN1C(=O)C(O)(C2COC(C)(C)CC2=O)c2ccccc21 (stereo not given),4%,-4%,0%,-1%,12%,-5%,4%,-24%,1%,0%
COc1ccc(C)cc1NC(=O)Nc1cnccn1,-4%,-5%,-4%,-43%,-4%,3%,5%,32%,-19%,?
COc1cc2c(c(OC)c1OC)-c1c(cc3c(c1OC)OCO3)C[C@H](C)[C@@](C)(O)C2,-2%,-1%,-1%,-7%,0%,2%,4%,3%,0%,1%
CNS(=O)(=O)c1cccc(C(=O)OCCCOC(=O)c2cccc(S(=O)(=O)NC)c2)c1,6%,1%,4%,-24%,?,-4%,0%,5%,-5%,7%

Compound profiles (already shown):
Listed for `CCCN1C(=O)C(O)(C2COC(C)(C)CC2=O)c2ccccc21` (stereo not given) = p53 reactivation: 4%; NPC1 prom act: -4%; Rab9 prom act: 0%; BRCA1 expr up: -1%; MBNL1 CUG block: 12%; Gal4-VP16 FLuc: -5%; ELG1 genotox: 4%; RORgamma inh: -24%; uPA generation: 1%; FLuc modulator: 0%
Listed for `CSc1nsc(SC)c1C(=O)NCCNS(=O)(=O)c1ccc(C)cc1` = p53 reactivation: -13%; NPC1 prom act: -4%; Rab9 prom act: -10%; BRCA1 expr up: -26%; MBNL1 CUG block: -6%; Gal4-VP16 FLuc: 1%; ELG1 genotox: -7%; RORgamma inh: -9%; uPA generation: -1%; FLuc modulator: 2%
Listed for `CNS(=O)(=O)c1cccc(C(=O)OCCCOC(=O)c2cccc(S(=O)(=O)NC)c2)c1` = p53 reactivation: 6%; NPC1 prom act: 1%; Rab9 prom act: 4%; BRCA1 expr up: -24%; MBNL1 CUG block: ?; Gal4-VP16 FLuc: -4%; ELG1 genotox: 0%; RORgamma inh: 5%; uPA generation: -5%; FLuc modulator: 7%

(cont.)
Molecule,p53 reactivation,NPC1 prom act,Rab9 prom act,BRCA1 expr up,MBNL1 CUG block,Gal4-VP16 FLuc,ELG1 genotox,RORgamma inh,uPA generation,FLuc modulator
Cn1cnc([N+](=O)[O-])c1Sc1ccc(C(C)(C)C)cc1,12%,-11%,0%,3%,.,?,-9%,-99%,-7%,-3%
COc1ccc(NC(=O)C2CCCN2S(=O)(=O)c2ccc(C)cc2)cc1 (stereo not given),2%,-1%,-4%,10%,-9%,2%,0%,?,.,-2%
N#Cc1ccsc1NC(=O)C1=COCCO1,8%,0%,-2%,-1%,.,.,-2%,.,0%,-1%
C=CCOc1ccc(/C=N\NC(N)=S)cc1,-4%,-3%,-5%,64%,11%,24%,-1%,32%,?,-17%
CC(C)(C)OC(=O)C[C@H]1C/C=C\C[C@H](CC(=O)N[C@H](CO)Cc2ccccc2)C(=O)N2CCC[C@H]2COC1=O,-1%,.,.,-3%,.,.,1%,.,17%,.
COc1ccc(NC(=O)C2CC(=O)N(Cc3ccco3)C2)cc1Cl (stereo not given),-1%,-2%,1%,11%,.,.,-1%,.,-3%,-9%
CC(C)CN(C(=O)Cn1nnc(-c2ccc(F)cc2)n1)C1CCS(=O)(=O)C1 (stereo not given),5%,-3%,2%,0%,.,.,5%,.,6%,6%
COC(=O)C1=C(CSc2nccn2C)NC(=O)NC1c1cc(C)ccc1C (stereo not given),-2%,-1%,-6%,0%,8%,-30%,-4%,?,.,11%
O=C1/C(=C/c2ccccc2)N=C(N2CCOCC2)N1c1cccc(Cl)c1,-5%,-7%,-10%,-39%,7%,-4%,-5%,14%,7%,-1%
CCOC(=O)c1c(C)[nH]c(C(=O)NNC(=O)c2ccccc2)c1C,18%,0.56µM*,1.8µM*,?,14%,?,?,?,.,6.7µM*
CCn1c(=O)c2cc(C(=O)NCCOC)sc2c2ccccc21,-1%,-10%,-1%[1.84 µM],-48%,0%,7%,12%,-3%,1%,1%
COc1ccc(N2CCN(S(=O)(=O)c3ccc4c(c3)N(C(C)=O)CCO4)CC2)cc1,2%,-2%,1%,2%,-1%,3%,-6%,17%,-13%,2%
Cc1ccc(OCC(=O)NNC(=O)CCC(=O)NCc2ccccc2)cc1,-3%,-5%,-1%,6%,-1%,1%,4%,-10%,.,-6%
C/C(=N\NC(=O)c1ccccc1F)c1ccc(C#N)cc1,?,?,4µM*,?,6%,-17%,?,15%,-8%,?
CCC(=O)Nc1c(-c2ccc(C)cc2)c(=O)c2ccccc2n1C,-2%,3%,2%,-4%,2%,-9%,0%,18%,-2%,-2%
C#CCNC(=O)C1=C[C@H](c2coc3ccccc3c2=O)C[C@H](OCCCCO)O1,-2%,-6%,-3%,6%,-8%,-3%,6%,-1%,0%,1%
COc1ccccc1C(=O)NNC(=O)c1ccc(Br)cc1,-4%,19%,5%,-15%,-4%,?,8%,-3%,-5%,13µM*
CC(C)c1nnc(NC(=O)CCC2CCCCC2)s1,26%,?,?,-4%,-8%,13%,12%,13%,1%,-18%
Cc1ccc(C(=O)Nc2ccc(S(=O)(=O)NC3=NCCCCC3)cc2)c(C)c1,3%,-1%,-1%,-2%,.,.,-1%,.,-1%,12µM*
O=[N+]([O-])c1cccc(CNCc2ccccc2)c1,0%,-4%,-4%,-1%,-8%,-27%,-1%,24%,0%,0%
Cc1c(Cc2ccccc2)c(NCCCO)n2c(nc3ccccc32)c1C#N,-7%,-3%,-4%,-46%,19%,-7%,-19%,13%,11%,-4%
COCC[N+]1(C)CCCCC1,2%,-4%,2%,17%,-3%,-8%,5%,-19%,2%,-2%
C=C(C)Cn1c(CCNC(=O)CCC)nc2ccccc21,-5%,0%,2%,2%,-5%,-5%,-2%,-6%,-1%,0%
O=C(c1ccc2[nH]c(=O)c(=O)[nH]c2c1)N1CCc2ccccc21,-1%,-3%,2%,-4%,0%,-6%,-1%,-8%,5%,1%
O=C(/C=C/c1cccs1)c1cc(Cl)ccc1O,-6%,5%,-2%,-7%,0%,7%,-3%,-16%,-25%,?
CS(=O)(=O)N(CC(=O)N1CCCCC1)c1ccc2c(c1)OCO2,-2%,0%,-9%,1%,-8%,1%,2%,2%,11%,-2%

Grouped by structure, the compounds so far containing a thiophene ring, fused or not (five)
Molecule,p53 reactivation,NPC1 prom act,Rab9 prom act,BRCA1 expr up,MBNL1 CUG block,Gal4-VP16 FLuc,ELG1 genotox,RORgamma inh,uPA generation,FLuc modulator
CCC(C)NC(=O)Cn1cnc2sc(C)cc2c1=O (stereo not given),-1%,2%,6%,17%,-8%,-1%,0%,-21%,7%,4%
O=S(=O)(Nc1nc2ccccc2s1)c1ccc(Br)s1,13%,-1%,-4%,-40%,5%,7%,-8%,2%,8%,-6%
N#Cc1ccsc1NC(=O)C1=COCCO1,8%,0%,-2%,-1%,.,.,-2%,.,0%,-1%
CCn1c(=O)c2cc(C(=O)NCCOC)sc2c2ccccc21,-1%,-10%,-1%[1.84 µM],-48%,0%,7%,12%,-3%,1%,1%
O=C(/C=C/c1cccs1)c1cc(Cl)ccc1O,-6%,5%,-2%,-7%,0%,7%,-3%,-16%,-25%,?
